TRPV1 agonist: HTS Assay for Compounds that Act as Agonists of the Vanilloid Receptor 1; TRPV1-expressing cells, Fluo-8 calcium influx, agonist mode; 320,000 compounds, 0.19% hits; Transient receptor potential cation channel subfamily V member 1 (Homo sapiens), Q8NER1; activation, % at 8.33 µM; in the data active means activation above about 80%; inconclusive means between about 30% and that limit; further: 0% is about no effect
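Fluo-8 calcium influx in TRPV1-expressing cells, kinetic read (ex 480/em 520 nm). Compound added and read 3 min for agonist activity, followed by capsaicin at EC20 final and 2 min further read for enhancement.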
p53 reactivator: qHTS assay for re-activators of p53 using a Luc reporter. H1299 p53-A138V BP100-luciferase reporter, luminescence, 24 h. 320,000 compounds, 0.063% hits. Potency, µM (highest dose often 92.2 µM), without a hit: at the highest dose activity change, positive = activation, actives largely listed as activators; further: potency means the concentration at half of the fitted maximal effect; % of control where 0% means no effect; nearly all actives have a fitted effect of over 45% in size
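H1299 (p53-null), stable ts p53-A138V + BP100-Luc; 1000 cells/well, Opti-MEM/10% FBS; cpd 4 pt, 1:5; 24 h, 37 deg C, 5% CO2; detection reagent 10 min RT; luminescence.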
Eya2 inh: qHTS Assay for Inhibitors of the Phosphatase Activity of Eya2; Protein phosphatase EYA2 (Homo sapiens), O00167; recombinant Eya2, OMFP fluorescence dephosphorylation (OMFP is methylfluorescein phosphate); Potency, µM (titrated, usually from 76.9 µM), for inactives: at the top dose activity, negative = inhibition, actives largely listed as inhibitors; 330,000 compounds, 0.006% hits; further: potency means the concentration at half of the fitted maximal effect; on the % scale 0 is the no-effect control and ±100 the full control effect
Target sequence (O00167 whole entry, looked up): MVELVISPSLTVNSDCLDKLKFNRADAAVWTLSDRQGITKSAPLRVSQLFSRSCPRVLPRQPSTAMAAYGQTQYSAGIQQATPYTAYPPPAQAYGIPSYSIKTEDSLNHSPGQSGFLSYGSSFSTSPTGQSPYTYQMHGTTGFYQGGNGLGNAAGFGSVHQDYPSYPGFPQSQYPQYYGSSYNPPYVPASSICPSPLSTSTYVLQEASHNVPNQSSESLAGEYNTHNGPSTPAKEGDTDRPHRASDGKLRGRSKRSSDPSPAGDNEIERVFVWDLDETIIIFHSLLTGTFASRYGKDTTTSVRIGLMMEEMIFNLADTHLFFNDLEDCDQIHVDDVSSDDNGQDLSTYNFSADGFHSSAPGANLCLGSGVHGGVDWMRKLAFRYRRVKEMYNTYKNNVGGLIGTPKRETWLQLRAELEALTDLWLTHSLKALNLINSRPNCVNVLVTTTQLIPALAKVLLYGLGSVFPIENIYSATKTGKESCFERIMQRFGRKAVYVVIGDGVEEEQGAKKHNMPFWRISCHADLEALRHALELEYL
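Eya2 (0.2 uM) preincubated 10 min at ambient with compound, then OMFP substrate added at 50 uM; 10 min reaction in 50 mM HEPES pH 7.5, 50 mM NaCl, 5 uM MgCl2, 0.05% BSA, 1 mM DTT. Fluorescence read at Ex 485/Em 525 nm.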
USP2a inh: qHTS Assay for Inhibitors of Ubiquitin-specific Protease USP2a Using CHOP2 as the Reporter; Ubiquitin carboxyl-terminal hydrolase 2 (Homo sapiens), O75604; USP2 core, Ub-CHOP2 coupled fluorogenic reporter, 485/531; AID 463254, 2010; 330,000 compounds, 0.01% hits; Potency, µM (highest dose often 38.3 µM), inactives show at the highest dose activity change, negative = inhibition, most hits filed as inhibitors;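 further: potency means the concentration at half of the fitted maximal effect; plate controls were DMSO wells for no effect and full inhibition by NEM control for full effect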
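USP2 core (10nM final) preincubated 30min RT with compound in 20mM Tris-HCl pH 8.0, 2mM CaCl2, 2mM beta-mercaptoethanol, 0.05% CHAPS; 25nM Ub-CHOP2 plus 25nM reporter substrate added, fluorescence (Ex485/Em531) read after 60min.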
S-ASM inh: Inhibitors of Secretory Acid Sphingomyelinase (S-ASM): qHTS; 340,000 compounds, 0.006% hits; Sphingomyelin phosphodiesterase (Homo sapiens), P17405; Potency, µM (top dose mostly 57.5 µM), without a hit: top-dose activity change, negative = inhibition, usual class: inhibitors; placental ASM, HMU-PC fluorogenic substrate, 60 min; further: potency means the concentration at half of the fitted maximal effect
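qHTS format. ASM enzyme prepared from human placenta hydrolyses the fluorogenic substrate HMU-PC0 (9 uM final) over 60 min at 37 °C after a 10 min compound preincubation.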
ELG1 genotox: qHTS screen for small molecules that induce genotoxicity in human embryonic kidney (HEK293T) cells expressing luciferase-tagged ELG1; HEK293T ELG1-luciferase reporter, luminescence, 16 h; Potency, µM (top dose mostly 46 µM), inactives show at the highest dose activity change, positive = activation, most hits filed as activators; 330,000 compounds, 1.3% hits; further: potency means the concentration at half of the fitted maximal effect; % of control where 0% means no effect; nearly all actives have a fitted effect of over 60% in size
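Genotoxicity was scored as increased ELG1-luciferase reporter signal, measured by ONE-Glo luminescence (30 min, room temperature). Compound or vehicle exposure of the HEK293T reporter cells lasted 16 hr at 37°C.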
BRCA1 expr up: qHTS Assay to Identify Small Molecule Activators of BRCA1 Expression; MCF7-BRCA1-FFLuc reporter, luminescence, 48 h; response scale: scaled: vehicle 0%, 10 µM genistein 100%; 380,000 compounds, 1.1% hits; Potency, µM (doses to about 46.1 µM), inactives show at the highest dose activation, usual class: activators; further: potency means the concentration at half of the fitted maximal effect; nearly all actives have a fitted effect of over 80% in size; some results filed as inactive show a strong effect at the top dose
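Cells: MCF7-BRCA1-FFLuc, 2000/well. Exposure: 48 h, 37 °C, 5% CO2. Read: luminescence, 15 min post-substrate. Controls: genistein 10 microM (maximal activation), DMSO (neutral).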
uPA generation: qHTS for Inhibitors of Cell Surface uPA Generation; cell surface uPA generation assay, qHTS; Potency, µM (top dose mostly 38.3 µM), for the others: at the highest dose activity change, negative = inhibition, usual class: inhibitors; 330,000 compounds, 0.31% hits; AID 540303, 2011; active means well fitted inhibition curve with a large enough effect; inconclusive means small, poorly fitted or top-dose-only effect; inactive means no such curve, though single readings can be large or run the other way; tested in mouse RAW 264.7 cells; further: potency means the concentration at half of the fitted maximal effect; on the % scale 0 is the no-effect control and ±100 the full control effect; nearly all actives have a fitted effect of over 55% in size
TSG101-PTAP inh: qHTS Assay for Iinhibitors of HIV-1 Budding by Blocking the Interaction of PTAP/TSG101 | Tumor susceptibility gene 101 protein (Homo sapiens), Q99816 | Fluorescence polarization, FITC-PTAP peptide / Tsg101 binding | Potency, µM (top dose mostly 115 µM), without a hit: top-dose activity change, negative = inhibition, usual class: inhibitors | 340,000 tested, under 10 active | AID 493005, 2010; active means well fitted inhibition curve with a large enough effect in the main read-out, with a control signal flat, not every such curve was filed as active; inconclusive means small, poorly fitted or top-dose-only effect, or effect the other way, or a change in a side signal; inactive means no such curve, though single readings can be large or run the other way; further: potency means the concentration at half of the fitted maximal effect; % of control where 0% means no effect
Target sequence (Q99816 whole entry, looked up): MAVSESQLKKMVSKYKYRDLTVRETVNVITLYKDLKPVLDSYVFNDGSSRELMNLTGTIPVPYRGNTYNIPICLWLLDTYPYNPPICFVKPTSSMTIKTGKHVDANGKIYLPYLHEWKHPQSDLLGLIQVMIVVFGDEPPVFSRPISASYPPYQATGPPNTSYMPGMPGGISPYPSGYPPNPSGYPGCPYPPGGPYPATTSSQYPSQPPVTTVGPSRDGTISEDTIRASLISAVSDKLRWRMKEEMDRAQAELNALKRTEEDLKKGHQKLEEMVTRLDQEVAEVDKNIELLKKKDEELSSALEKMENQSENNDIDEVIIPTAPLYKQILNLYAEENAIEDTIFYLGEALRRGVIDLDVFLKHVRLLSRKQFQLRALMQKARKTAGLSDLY
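Tsg101 binding domain (10 uM final) was mixed with compound and a FITC-labeled PTAP peptide (50 nM final) in HEPES pH 7.5 buffer with NaCl, Tween 20, EDTA and TCEP; fluorescence polarization was read after 20 min at r.t.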
a7 integrin act: qHTS for Activators of Integrin-Mediated Alleviation for Muscular Dystrophy; Potency, µM (series often up to 38.3 µM), without a hit: at the highest dose activation, hits mostly activators; alpha7betagal myoblasts, beta-gal FDG fluorescence, 48 h; AID 624291, 2012; 350,000 compounds, 0.064% hits;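 further: potency means the concentration at half of the fitted maximal effect; 100% = response of the positive control SU9516; nearly all actives have a fitted effect of over 60% in size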
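Alpha7betagal+/- myoblasts (passage 13) were plated 16-24 hr, then exposed to compounds (1:260 dilution of DMSO stock) for 48 hours at 37C. After MPER lysis, β-galactosidase reporter activity was read as FDG fluorescence (ex 480/em 540) after 30 minutes.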
B2AR arrestin: qHTS assay of beta-arrestin-biased ligands of beta2-adrenergic receptor; Potency, µM (doses to about 46.1 µM), without a hit: at the highest dose activation, most hits filed as activators; 330,000 compounds, 0.02% hits; beta-arrestin recruitment to beta2AR, cell-based reporter; Beta-2 adrenergic receptor (Homo sapiens), P07550;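 further: potency means the concentration at half of the fitted maximal effect; 0% = DMSO controls and full agonism = EC100 isoproterenol or metaproterenol; nearly all actives have a fitted effect of over 65% in size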
An asterisk follows results filed as active; i = inactive; ? = inconclusive; . = no result given; & = joins results of further samples; [ ] = remark or other dose. Unless noted, the call rests on the fitted dose curve; in most records, active means well fitted curve in the direction sought with a large enough effect; inconclusive means small, poorly fitted or top-dose-only effect, or another doubt; inactive means no such curve, though single readings can be large; an effect the other way counts as inactive or inconclusive.

SMILES | TRPV1 agonist | p53 reactivator | Eya2 inh | USP2a inh | S-ASM inh | ELG1 genotox | BRCA1 expr up | uPA generation | TSG101-PTAP inh | a7 integrin act | B2AR arrestin
COc1ccc2c(c1OC)C(=O)N1N=C(c3ccccc3)CC21 (centres undefined) | 0 | 12% | -23% | 1% | -1% | -2% | 9% | -6% | -5% | -19% | -1.0%
CC(C)OCCCNC(=O)C(C)Oc1ccccc1 (centres undefined) | 0 | 1% | -3% | 1% | 3% | 0% | 2% | . | -5% | -17% | -0.2%
Cc1cc(N2CCC(C)CC2)c(F)cc1[N+](=O)[O-] | 4 | 5% | 7% | -1% | -4% | ? | 6% | . | -6% | -3%[7.66 µM] | 0.0%
O=C(Nc1ccc(Br)cc1)N1CCc2ccccc2C1 | ? | -8% | -26% | -1% | 0% | ? | ? | 0% | -7% | -1% | 0.4%
O=C(CN1C(=O)NC(CCc2ccccc2)C1=O)NC1CC1 (centres undefined) | 1 | 2% | 13% | 0% | 5% | 0% | -13% | -6% | 0% | -26% | -0.1%
COc1ccc(OC)c(/C=N/NC(=O)C(=O)NCc2cccnc2)c1 | 28 | -2% | -2% | 1% | 0% | -10% | -6% | -5% | -1% | 14% | -1.1%
CCOC(=O)c1ccccc1NC(=O)COC | -1 | 3% | -1% | 1% | -2% | 1% | -4% | 3% | 0% | -1% | -0.1%
N#C/C(=C\c1ccccc1)c1ccccn1 | 4 | 16% | 16% | 15% | 1% | ? | 25% | -23% | -5% | 9% | -0.2%
CC(C)(Oc1ccc(Cl)cc1)C(=O)OCn1nnc2ccccc2c1=O | 0 | 6% | 2% | 0% | -8% | 9% | -3% | -4% | -3% | 2% | -0.2%
CCCCCC(C)n1[nH]c(=O)cc1N (centres undefined) | 0 | -1% | 4% | 1% | 3% | -1% | 5% | 5% | -9% | 13% | -0.1%
NC(=O)CSc1ccc(Br)cc1 | 2 | -1% | 7% | -2% | 3% | 0% | -8% | 1% | -2% | -12% | 0.0%
CCC(C)(C)n1nnnc1C(C(C)C)N(Cc1cccnc1)Cc1ccco1 (centres undefined) | 1 | -4% | -5% | 1% | 5% | -6% | -2% | -2% | -3% | 16% | -0.3%
CCOc1ncccc1C(=O)NNC(=O)CSc1ccc(Cl)cc1 | . | 5% | 4% | 4% | -1% | 1% | -16% | -11% | -3% | -34% | -0.3%
CCOc1cc2c(cc1OCC)C(c1ccc(OC)c(OC)c1)N(c1ccc(C(=O)O)cc1)C(=O)C2 (centres undefined) | -4 | -2% | -1% | 1% | -2% | 1% | 5% | . | -4% | 0% | -0.4%
CC1(C)Cc2nc(Cl)c(C#N)cc2CO1 | -3 | -4% | 2% | -4% | 6% | 0% | 7% | 1% | -2% | 12% | -0.2%
O=S(O)OC1CS(=O)(=O)CC1c1ccccc1 (centres undefined) | 0 | 18% | 6% | 2% | 4% | -2% | 8% | -1% | -5% | -42% | 5.3%
O=[N+]([O-])c1ccccc1Oc1ccc(Cl)c2cccnc12 | 18 | 7% | -11% | -10% | -3% | 2% | 4% | -5% | 0% | -26% | -0.3%
COc1ccc(-c2nnc3n2N=C(c2ccccc2)CS3)cc1OC | 6 | -5% | -1% | 0% | . | 11% | . | . | . | . | -0.1%
CC1=CC(C)C(C(=O)O)C(C(=O)Nc2cccnc2)C1 (centres undefined) | 0 | 9% | 11% | 0% | 1% | -4% | -19% | 0% | -1% | -15% | -0.7%
COC(Cc1n[nH]c(=S)n1-c1ccccc1)OC | 0 | 4% | -3% | -1% | 8% | 0% | 4% | . | -7% | 32% | -0.3%
C=CCn1c(C(CC)CC)nc2ccccc21 | -5 | 1% | -11% | -1% | 1% | -1% | 8% | -1% | -3% | -15% | -0.9%
CC(=O)Nc1ccc(SCC(=O)Nc2oc(C)c3c(C)n[nH]c(=O)c23)cc1 | 0 | 13% | 0% | 2% | 0% | -5% | -19% | -2% | -1% | -15% | -0.9%
O=C(COc1cccc2ccccc12)Nc1cc(S(=O)(=O)N2CCOCC2)ccc1N1CCOCC1 | 4 | -2% | -5% | -2% | . | -15% | . | . | . | . | 0.2%
CCn1cc(CN2N=C(C)CC2c2ccccc2)c(C)n1 (centres undefined) | 1 | 9% | -7% | 3% | 5% | 1% | 4% | -3% | -12% | 8% | -0.5%
CC1(C)CC(=O)C2=C(C1)N1CCCCC1CC2=O (centres undefined) | -1 | -14% | 6% | 6% | 5% | 2% | 0% | 2% | -5% | 15% | 0.2%

Overlap with the part before: 3 compounds, then new ones.
SMILES | TRPV1 agonist | p53 reactivator | Eya2 inh | USP2a inh | S-ASM inh | ELG1 genotox | BRCA1 expr up | uPA generation | TSG101-PTAP inh | a7 integrin act | B2AR arrestin
O=C(COc1cccc2ccccc12)Nc1cc(S(=O)(=O)N2CCOCC2)ccc1N1CCOCC1 | 4 | -2% | -5% | -2% | . | -15% | . | . | . | . | 0.2%
CCn1cc(CN2N=C(C)CC2c2ccccc2)c(C)n1 (centres undefined) | 1 | 9% | -7% | 3% | 5% | 1% | 4% | -3% | -12% | 8% | -0.5%
CC1(C)CC(=O)C2=C(C1)N1CCCCC1CC2=O (centres undefined) | -1 | -14% | 6% | 6% | 5% | 2% | 0% | 2% | -5% | 15% | 0.2%
Cc1cccc(OCC(=O)N(Cc2ccco2)C2CCS(=O)(=O)C2)c1 (centres undefined) | -1 | . | ? | -2% | 7% | 6% | -19% | -4% | -1% | -4% | -1.5%
COc1ccc(/C(O)=C2/C(=O)C(=O)N(CCN(C)C)C2c2cccnc2)cc1OC (centres undefined) | -3 | 0% | -2% | 1% | -1% | 0% | -4% | 4% | 1% | 28% | 0.0%
CCOC(=O)C1=C(C)NC(SCC(=O)O)=C(C#N)C1c1ccco1 (centres undefined) | -4 | -5% | 8% | -1% | 15% | 0% | -37% | 4% | -3% | -21% | 0.1%
C(=C\c1ccco1)/c1ccc2ccccc2n1 | 2 | ? | 16% | 2% | . | ? | -12% | -4% | -6% | -18% | 3.9%
COc1ccc(C(CNC(=O)C(=O)NC2CCCCC2)N2CCN(C)CC2)cc1 (centres undefined) | 4 | 15% | 9% | 0% | -2% | 26% | -4% | 16% | -2% | 12% | 0.4%
CCc1ccc(NC(=O)CSc2nnnn2C)cc1 | 8 | ? | -12% | 1% | 6% | 13%[9.26 µM] | ? | -1% | -7% | -13% | -0.1%
Cc1cc(C)n(-c2ncc3c(n2)N(C)CCOC3=O)n1 | 1 | 1% | -2% | 0% | 5% | 0% | -3% | 2% | 0% | 6% | -0.1%
COc1ccccc1NC(=O)CC(NC1CCCCC1)C(=O)O (centres undefined) | 5 | -16% | 3% | 4% | -1% | 1% | -11% | 3% | -1% | -11% | -0.3%
C=CCc1cccc2cc(C(=O)NCc3ccc(C(=O)OCC)o3)c(=O)oc12 | 2 | 3% | -8% | -1% | -5% | -2% | -9% | -1% | -1% | 5% | -0.4%
Cc1ccc(Cn2ccc(NC(=O)c3cc(-c4ccc(Br)cc4)on3)n2)cc1 | 2 | 2% | 7% | 0% | 0% | 0% | 0% | . | -1% | 7% | 0.0%
Cc1c(O)ccc2c3c(c(=O)oc12)CCC(C)C3 (centres undefined) | 10 | 2% | -6% | -1% | i | -3% | 2% | 5% | -3% | 4% | 0.0%
CCCc1ccc(OCC(O)CN2CCN(c3ccccc3)CC2)cc1 (centres undefined) | 0 | 2% | -7% | 4% | -2%&0% | 0% | -43%&-33% | 3%&5% | -8%&-2% | -23%&-23% | 0.0%

Compounds as they come. Share with any hit: about 2.6%.
